Bioassay records from PubChem BioAssay.
Pf Dd2 growth – inhibitors of Plasmodium falciparum Dd2 growth | Potency, µM (series often up to 28.9 µM), inactives show top-dose activity, negative = inhibition, usual class: inhibitors | 120,000 tested, 4.3% active | P. falciparum Dd2 growth, SYBR Green, 72 h; active means well fitted inhibition curve with a large enough effect; inconclusive means small, poorly fitted or top-dose-only effect; inactive means no such curve, though single readings can be large or run the other way;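 further: plate controls were DMSO vehicle for no effect and reference drug for full effect; nearly all actives have a fitted effect of over 65% in size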
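Infected erythrocytes (Dd2, 0.3% parasitemia, 2.5% hematocrit final) are added to compound in RPMI-1640/Albumax II medium, grown 72 h at 37C in low oxygen, then lysed with saponin/Triton-X containing SYBR Green and read by fluorescence.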
Starred values were filed as active, the others as inactive; i = inactive; ? = inconclusive; [ ] = dose if it differs, or a comment. Potency means the concentration at half of the fitted maximal effect.

SMILES	Pf Dd2 growth
CC1CCCN(Cc2nc3c(c(=O)n(C)c(=O)n3C)n2Cc2ccc(Cl)cc2Cl)C1 (stereo not given)	6%
Cc1cc(C(=O)N2CCCC(c3nc(C4CCOCC4)no3)C2)nn1C (stereo not given)	38%[activator]
O=C(c1ccc(F)cc1F)N1CCC2(CC1)N=C(c1ccc(Br)cc1)NO2	i
COc1ccc(C(=O)N2CC3(Cc4ccccc4N(C(C)=O)C3)C2)cc1	-20%
CN(C)c1ccc(CNC(=O)c2ccc(Cn3c(=O)c4cccn4c4cccnc43)cc2)cc1	-18%
Fc1ccc(Nc2cc3c(cn2)CN(Cc2ccccc2)CCN3)cc1	?
O=C(NC[C@H]1OC[C@@H](NC2CCCCC2)[C@@H]1O)c1ccccc1	-17%[44.1 µM]
COc1cccc(CN2CCc3nc(C(=O)N4CCOCC4)oc3CC2)c1	?
O=C(CCC[C@@H]1[C@H]2CCCN3CCC[C@@H](CN1S(=O)(=O)c1cccc(F)c1)[C@@H]23)N1CCOCC1	?
O=C(O)CCn1ncc2cc(OCC3CCN(C(=O)COc4ccccc4)CC3)ccc21	-26%[44.1 µM]

Exported field by field: part of the list above.
SMILES: CC1CCCN(Cc2nc3c(c(=O)n(C)c(=O)n3C)n2Cc2ccc(Cl)cc2Cl)C1 (stereo not given)
  Pf Dd2 growth: 6%
SMILES: Cc1cc(C(=O)N2CCCC(c3nc(C4CCOCC4)no3)C2)nn1C (stereo not given)
  Pf Dd2 growth: 38%[activator]
SMILES: O=C(c1ccc(F)cc1F)N1CCC2(CC1)N=C(c1ccc(Br)cc1)NO2
  Pf Dd2 growth: i
SMILES: COc1ccc(C(=O)N2CC3(Cc4ccccc4N(C(C)=O)C3)C2)cc1
  Pf Dd2 growth: -20%

Going on with the list.
SMILES	Pf Dd2 growth
Cn1c(=O)[nH]c2cc(-c3noc(-c4ccc(Br)cc4)n3)ccc21	39%[activator]
O=C(Nc1ccccc1)N(Cc1cccc(Cl)c1)c1ccccn1	-14%
Cc1ccsc1C(=O)N1CCN(c2cc(-c3ccccc3)[nH]n2)CC1	i
COc1ccc(NC(=O)C(=O)NCCc2sc(-c3ccc(Cl)cc3)nc2C)cc1	29%
O=C(Cn1ccccc1=O)N1CCC(N2CCSCC2)CC1	-17%
Cc1ccc(-n2ncc3c(Nc4ccccc4C)ncnc32)cc1	-21%
CN(C(=O)Cc1ccc(F)cc1)C1CCc2ccccc21 (stereo not given)	?
CCc1nc(-c2c3n(c(=O)n(Cc4ccc(OC(F)(F)F)cc4)c2=O)CCCC3)no1	-9%
COc1ccc(-c2ccc3c(n2)CN(Cc2ccccc2)C(=O)CO3)cc1F	-3%[44.1 µM]
CC(C)CCN1C(=O)CC[C@H]2CN(C(=O)Cc3c[nH]c(=O)[nH]c3=O)CC[C@H]21	8%
CCC(C)NC(=O)N1CC(n2cc(C(=O)NCC3CC3)nn2)C1 (stereo not given)	21%
CN(C)CCC(=O)N1Cc2ccccc2CC2(CCCCN2C)C1 (stereo not given)	-34%
COc1ccccc1CNC(=O)C[C@@H]1[C@H](O)CCC2[C@](C)(CO)[C@H](OC(=O)NC3CCCCC3)CC[C@]21C (stereo not given in full)	?
CC[C@H]1CN(S(=O)(=O)c2ccc(OC)cc2)CC[C@H]1CC(=O)N(C)CC#N	?
C[C@@H]1C(=O)O[C@H]2[C@H]1CC[C@@]1(C)Cc3sc(NC(=O)c4c(F)cccc4F)nc3[C@@H](C)[C@H]21	?
Cc1ccc(C)c(NC(=O)Cn2c(=O)n(-c3ccc(F)cc3)c(=O)c3c2cc(C)n3C)c1	-14%
O=C(c1ccc(C2CCCNC2)cc1)N1CCC(Oc2cccc(F)c2)CC1 (stereo not given)	13µM*
COC(=O)CSc1ccc2nnc(CCNS(=O)(=O)c3ccc(C)cc3)n2n1	-7%
COc1ccc(-c2nn(C)c3sc(C(=O)Nc4cccc(F)c4)cc23)cc1OC	2.5µM*
C[C@@H](NC(=O)C1=C[C@@H](NC(=O)Nc2cccc(F)c2)[C@@H](O)[C@H](O)C1)C(N)=O	-8%[44.1 µM]
COc1cccc(-n2c(-c3ccccc3F)nc3c(cnn3-c3ccc(C)cc3)c2=O)c1	8.9µM*
CCNC(=O)N1CC(Oc2ccc(-c3nc(C)no3)cc2)C1	9%[5.79 µM]
COc1ccccc1N1CCN([C@@H]2[C@H](O)[C@H](CO)O[C@@H]2CN(C)C)CC1	10%
COc1ccc(C(C)NC(=O)c2nnn3cc(C)[nH]c(=O)c23)cc1 (stereo not given)	-7%
CC(C)CCNc1nc(Nc2ccccc2)c2cnn(C)c2n1	10µM*
COc1ccc(NC(=O)NC(C)c2c(-n3cccc3)sc(C)c2C)cc1OC (stereo not given)	-18%
CCOc1ccccc1CN1CCC2(CCN(Cc3ccc(F)cc3)CC2)Oc2ccccc21	?
Cc1ccc(NC(=O)N2CC(C(=O)N(C)C)C3(CCOCC3)C2)c(C)c1 (stereo not given)	-8%
Cc1cc(C)cc(C(=O)NC2CCN(c3cc(-c4cccs4)[nH]n3)C2)c1 (stereo not given)	i
Cc1ccc(N(Cc2cccs2)C(=O)Nc2cccc(Cl)c2)cc1	-9%
COc1ccc(-c2cnc([C@@H]3COCCN3Cc3ccccc3)[nH]2)cc1	10µM*
Cn1nc(-c2nncn2CC2CC2)c2c1CCN(C(=O)c1ccncc1)C2	?
COc1cccc(-c2cc3c(=O)n(CCNC(=O)Cc4ccc(F)cc4)ccn3n2)c1	-1%
Cc1cc(C(=O)NCc2ccccc2Cl)c2c(C)nn(-c3cccc(F)c3)c2n1	0%
CSc1cccc(NC(=O)Cn2c(-c3cnccn3)nc(C)c(CCO)c2=O)c1	i
CCC1(N2CCN(C(=O)c3sccc3C)CC2)CCN(S(C)(=O)=O)C1 (stereo not given)	-13%
COc1ccc(C2CC(=O)N3CN(C4CCCCC4)CSC3=C2C#N)c(OC)c1 (stereo not given)	-21%
Cc1nc(-c2ccc(F)cc2)cc([C@H]2CN3CC[C@H]2C[C@@H]3CNC(=O)NCc2ccccc2)n1	i
O=C(C1CC=CCC1)N1CCC(Oc2ccccc2F)(C(=O)O)CC1 (stereo not given)	0%
COc1ccccc1-c1c(C(F)(F)F)oc2c(CN3CCCCC3C)c(O)ccc2c1=O (stereo not given)	?
CC1(CNc2ccccc2)COc2ccc(C(=O)NCc3ccc(F)cc3)cc2N1 (stereo not given)	?
CCn1cc(-c2ccccc2)cc1C(=O)NCc1ccncc1	-1%
CCCCCn1c(=O)[nH]c2cc(C(=O)N3CCN(c4cccc(C(F)(F)F)c4)CC3)ccc2c1=O	?
Cc1ccc(-c2nn3c(-c4ccccc4C)nnc3c3ccccc23)cc1	?
Cn1ccnc1-c1cn(Cc2scnc2-c2ccccc2)nn1	-23%
Cc1cccc(CNC(=O)CCc2conc2-c2ccccc2)c1	i
COc1ccccc1CNC(=O)[C@H]1CN2CC[C@H]1C[C@@H]2Cn1cc(-c2ccccn2)nn1	1%[44.1 µM]
Cc1nc(N2CCC(NC(=O)CC3CCCCC3)CC2)cc(C(F)(F)F)n1	?
CCOc1cc(-c2ccc(OC(=O)c3ccc(Cl)cc3)c(OC)c2)cc(=O)c2c(C)oc(C)c12	-21%
O=C(C1CC1)N1C[C@@H]2OCC(=O)N(Cc3ccc(F)cc3)[C@@H]2C1	52%[activator][44.1 µM]

Part of the list above in order of molar mass, highest first.
SMILES	Pf Dd2 growth
Cc1cc(C(=O)N2CCCC(c3nc(C4CCOCC4)no3)C2)nn1C (stereo not given)	38%[activator]
Cc1ccc(-c2nn3c(-c4ccccc4C)nnc3c3ccccc23)cc1	?
CCNC(=O)N1CC(Oc2ccc(-c3nc(C)no3)cc2)C1	9%[5.79 µM]

(listing goes on)
SMILES	Pf Dd2 growth
COc1ccc(S(=O)(=O)N2C[C@@H]3C[C@H](C2)c2c(-c4cccs4)ccc(=O)n2C3)cc1	?
O=C(c1ccc(C(F)(F)F)cc1)N1CCc2nc(C3CC3)nc(-c3ccc(Cl)cc3)c2CC1	?
COc1ccc2c(c1)C1(CCN(C(=O)c3cccc(N(C)C)c3)C1)C(=O)N2C (stereo not given)	?
CCc1cc(=O)n(CC(=O)Nc2cc(OC)cc(OC)c2)c(N2CCOCC2)n1	i
CC(C)c1ccc(NC(=O)CSC2=Nc3ccccc3C3=NC(CC(=O)NC4CCCCC4)C(=O)N23)cc1 (stereo not given)	-2%
COc1ccc(NC(=O)c2ccc3c(c2)N(C)C2CCCCCN2C3=O)cc1Cl (stereo not given)	-10%
CN(C)C[C@@H]1CN(C)C[C@H]1NS(=O)(=O)c1ccccc1C(F)(F)F	?
CC(C)Cc1cc(C(=O)N2CCCC(C)(c3ccccc3)C2)no1 (stereo not given)	-25%
CCc1nc2c(c(-c3ccc(OC)cc3)n1)CCN([S+](=O)([O-])c1cccs1)CC2	-14%
COCCNC(=O)N1CCCC(c2noc(COc3ccccc3F)n2)C1 (stereo not given)	15%

The closing five compounds of the section before lead into the next.
SMILES	Pf Dd2 growth
COc1ccc(NC(=O)c2ccc3c(c2)N(C)C2CCCCCN2C3=O)cc1Cl (stereo not given)	-10%
CN(C)C[C@@H]1CN(C)C[C@H]1NS(=O)(=O)c1ccccc1C(F)(F)F	?
CC(C)Cc1cc(C(=O)N2CCCC(C)(c3ccccc3)C2)no1 (stereo not given)	-25%
CCc1nc2c(c(-c3ccc(OC)cc3)n1)CCN([S+](=O)([O-])c1cccs1)CC2	-14%
COCCNC(=O)N1CCCC(c2noc(COc3ccccc3F)n2)C1 (stereo not given)	15%
COc1ccc2c(c1)C=C(CN1CCCn3nc(C(C)O)cc3C1)CO2 (stereo not given)	-9%
Cc1cnc(C(=O)N[C@@H]2CCC[C@@H]2C(=O)NCCc2ccccc2)cn1	?
CC(=O)Nc1ccc(CN2CCC3(CC(C)=NO3)C2)cc1 (stereo not given)	-3%[44.1 µM]
COc1cccc(C(=O)N2CCC(N3CC4CCCN4C3=O)CC2)c1 (stereo not given)	14%[44.1 µM]
Cc1cc(C(=O)N2C[C@@H](CO)[C@H](c3nc(C4CC4)no3)C2)c(C)o1	i
CCCCC1CN(c2cccc(-c3ccccc3)c2)C(=O)CN1C(C)=O (stereo not given)	-15%
Cc1ccc(C(C)C)c(OCCSc2nc3ccccc3n2CC(O)CO)c1 (stereo not given)	?
CC(C)CC(=O)N1CCOCC12CCN(Cc1ccc(C(C)C)cc1)CC2	-9%[44.1 µM]
COc1cc2c(cc1OCc1ccccc1)N(C(=O)c1c[nH]c3ccccc13)CC21CCN(C)CC1	2.5µM*
O=C(NCC1CN(C(=O)Cc2ccc(C(F)(F)F)cc2)CC12CN(c1ccccc1)C2)c1ccccc1 (stereo not given)	i
O=C(c1cccc(Br)c1)N1CCC([C@@H]2CNC[C@H]2CO)CC1	26%
CCCOc1cc(C)c2c(c1C)C[C@H](C(C)C(=O)N1CCN(CC(=O)O)CC1)CC2 (stereo not given in full)	?
COc1ccc(C2=NOC3(CCN(C(=O)c4ccc5c(c4)OCO5)C3)C2)cc1 (stereo not given)	?
CCC(=O)N1CCc2cc(S(=O)(=O)CCC(=O)NCc3ccc(OC)cc3)ccc21	?
CCOCCN1C(=O)COC[C@@H]1[C@H](O)c1ccc(NC(=O)c2cnccn2)cc1	-2%[44.1 µM]
CCN(CC)S(=O)(=O)c1ccc2c(c1)N(CC(=O)Nc1c(C)cccc1C)C(=O)C1CCCN21 (stereo not given)	0%
O=C(c1ccc(=O)[nH]c1)N1C[C@@H](CO)[C@H](c2ccccn2)C1	11%
CCOc1ccc(CNC(=O)C2Cc3cc(S(=O)(=O)N4CCCCCC4)ccc3N2C(C)=O)cc1 (stereo not given)	-16%
Cc1cc(S(=O)(=O)N2CCN(Cc3noc(CCC(=O)N4CCCCC4)n3)CC2)ccc1F	?
COCCn1ncc(N2CCCC(CC(=O)NCc3cccc(F)c3)C2)cc1=O (stereo not given)	5%
FC(F)Oc1ccccc1CN1CCCC12CCN(c1ncccn1)CC2	i
Cn1ccnc1CN[C@@H]1CO[C@H](CNC(=O)CC(C)(C)C)[C@H]1O	-2%[44.1 µM]
CCNC(=O)C1C(c2cccc(NC(=O)c3ccc(C)cc3)c2)OC(=O)N1Cc1ccc(F)cc1 (stereo not given)	i
COc1ccc(-c2nc3c(c(=O)[nH]2)CCN(C(=O)NCC2CCCO2)C3)cc1 (stereo not given)	i
N#Cc1cccc(NC(=O)NC[C@H]2C[C@@H]3CCN2C[C@@H]3CN2CCN(c3ccccn3)CC2)c1	i
Cc1cccc(C(c2sc3nc(-c4ccco4)nn3c2O)N2CCN(c3ccccc3)CC2)c1 (stereo not given)	6%
COc1cccc(C(=O)N2CCc3c([nH]c4ccccc34)C2c2ccc(SC)cc2)c1 (stereo not given)	?
C=CCNC(=O)N[C@H]1CCN(C(=O)C=C(C)C)[C@@H]1C(=O)N[C@H](Cc1ccccc1)C(N)=O	i
COC(=O)c1ccccc1NC(=O)Cn1nnc2sc(-c3ccccc3)cc2c1=O	31%[activator]
CC(C)OC(=O)c1c(-c2ccccc2)c(-c2ccccc2)nn(C)c1=O	-14%
COc1cc(OC)cc(C(=O)NCC2CCCN(C/C=C/c3ccccc3OC)C2)c1 (stereo not given)	8.9µM*
COc1ccc(NC(=O)C(C)Sc2cc(-c3ccccc3)nc(C)n2)cc1Cl (stereo not given)	-15%
CCCCN1C(=O)c2ccccc2C(C(=O)Nc2nc(C)cs2)C12CCCC2 (stereo not given)	5µM*
Cc1noc(C)c1C(=O)N1Cc2ccccc2CC2(CCN(C)C2)C1 (stereo not given)	10µM*
Cc1noc(C)c1-c1ccc2c(n1)CN(Cc1ccc(F)cc1)C(=O)CO2	i
CCC(=O)N1CCc2cc(Br)cc(S(=O)(=O)CCC(=O)N3CCN(c4ccccc4OC)CC3)c21	?

Only part of the results is shown (hit frequency here may not be typical).
